Screens (PubChem)
E coli WT inh: growth inhibitors of wild type E. coli, primary screen, strain BW25113 wild type, absorbance readout | E. coli BW25113 growth inhibition, OD600 | inhibition, % at 10 µM | 20,000 compounds, 0.05% hits | AID 552, 2006; in the data active = inhibition above about 40%;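 also: bacteria exposed to compound for 20 hours at 37 °C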
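Material: bacterial strain in a whole-cell growth screen; Amount: inoculum from a 1:1000 dilution of a 1.5 h subculture; Buffer or medium: LB plus kanamycin 50 µg/mL; Dosing: one dose, 10 µM final; Times: compound exposure of 20 h at 37 °C; Measured by: absorbance at 615 nm as a measure of bacterial growth.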
Active calls of the source: *. The list is partial. The share of hits here may be higher or lower than overall.

compound	E coli WT inh
CC1CCN(c2c(NCc3ccc(C(=O)N4c5ccccc5CC4C)cc3)c(=O)c2=O)CC1 (stereo not drawn)	-3
COc1ccc(S(=O)(=O)NCCCN2CCOCC2)c2ccccc12	-1
Cc1ccc(-c2nc3nc4ccccc4nc3n2Cc2ccco2)cc1	-20
CCOC(=O)c1sc2nc(C)cc(C)c2c1N	6
CCOC(=O)c1ccc(Cn2c(-c3ccccc3)nnc2-c2ccccc2)o1	-11
O=C1c2oc3ccccc3c(=O)c2C(c2ccccn2)N1Cc1ccccc1 (stereo not drawn)	-3
CCCCCCc1ccc(-c2ncc(N)cn2)cc1	10
COC(=O)c1cc(Br)c(=O)n(CCN2CCOCC2)c1	-6
COc1cc(NC(=O)c2ccc(COc3ccccc3Br)o2)cc(OC)c1OC	3
Cc1nc(-c2ccc(C(=O)N3CCOCC3)cc2)cs1	-18
CN(C)CCC=C1c2ccccc2CCc2ccccc21	-4
Brc1c(NC2=NCCN2)ccc2nccnc12	3
COc1ccc(Br)cc1CNC(=O)C1CCCN(S(C)(=O)=O)C1 (stereo not drawn)	-2
CCCn1c(CCc2ccccc2)nnc1SCC(=O)N1CCCC1	-20
Cc1ccc(-c2nn3c(C)nnc3s2)cc1NC(=O)CSc1ccc(Cl)cc1	-18
CC1CCCC(C)N1C(=O)CSc1nnc(-c2cccs2)o1 (stereo not drawn)	0
Cc1ccc(S(=O)(=O)N2CC3(C)CN(S(=O)(=O)c4ccc(C)cc4)CC(C)(C2)C3O)cc1 (stereo not drawn)	-17
CC1=C(C(=O)N2CCCCC2)C(c2cccs2)C2=C(CCCC2=O)N1 (stereo not drawn)	4
CCCCC(=O)Nc1ccc(C(=O)N2CCN(c3ccccc3OC)CC2)cc1	-12
COCCCNS(=O)(=O)c1ccc2c(c1)CCN2C(C)=O	-1
Cc1c(/C(O)=C2/C(=O)C(=O)N(CCN3CCOCC3)C2c2cccnc2)cnn1-c1ccccc1 (stereo not drawn)	2
Cc1ccc2c(c1C)NC(=O)C2(O)CC(=O)c1ccc2c(c1)OCO2 (stereo not drawn)	4
CC12CCC(C(=O)NCc3ccccc3)(OC1=O)C2(C)C (stereo not drawn)	8
CCOC(=O)N1CCN(C(=O)c2ccc(C)c(S(=O)(=O)Nc3cccc(C)c3C)c2)CC1	-11

2 of these compounds, set out differently.
> CCCn1c(CCc2ccccc2)nnc1SCC(=O)N1CCCC1
  E coli WT inh = -20

> Cc1ccc(-c2nn3c(C)nnc3s2)cc1NC(=O)CSc1ccc(Cl)cc1
  E coli WT inh = -18

Entries from the list above that contain two or more sulfur atoms, in the order listed:
compound	E coli WT inh
Cc1ccc(-c2nn3c(C)nnc3s2)cc1NC(=O)CSc1ccc(Cl)cc1	-18
CC1CCCC(C)N1C(=O)CSc1nnc(-c2cccs2)o1 (stereo not drawn)	0
Cc1ccc(S(=O)(=O)N2CC3(C)CN(S(=O)(=O)c4ccc(C)cc4)CC(C)(C2)C3O)cc1 (stereo not drawn)	-17

(further entries)
compound	E coli WT inh
CC(=O)Nc1nc(-c2ccc(Cl)cc2)nc(C)c1C(C)=O	0
Nc1ccc2c(C(F)(F)F)cc(=O)oc2c1	-12
CCCC(C)C1C(C#N)=C(N)Oc2cc(C)oc(=O)c21 (stereo not drawn)	1
COc1ccc(CNc2nc3nc(C)cc(C)n3n2)cc1OC	-3
CCn1nc(C(=O)OCC(=O)c2cc(C)n(Cc3cccs3)c2C)c2ccccc2c1=O	-3
CSc1nnc(-c2ccccc2)n1C	-2

Copied from the list:
Value for CCCC(C)C1C(C#N)=C(N)Oc2cc(C)oc(=O)c21 (stereo not drawn) in E coli WT inh: 1
Value for CSc1nnc(-c2ccccc2)n1C in E coli WT inh: -2
Value for COc1ccc(CNc2nc3nc(C)cc(C)n3n2)cc1OC in E coli WT inh: -3
Value for Nc1ccc2c(C(F)(F)F)cc(=O)oc2c1 in E coli WT inh: -12
Value for CCn1nc(C(=O)OCC(=O)c2cc(C)n(Cc3cccs3)c2C)c2ccccc2c1=O in E coli WT inh: -3

Exported as labelled records: two of the compounds above
smiles: CC(=O)Nc1nc(-c2ccc(Cl)cc2)nc(C)c1C(C)=O
  E coli WT inh = 0

smiles: Nc1ccc2c(C(F)(F)F)cc(=O)oc2c1
  E coli WT inh = -12
